Polio RdRp inh: inhibitors of poliovirus RNA polymerase binding and polymerization. P03300. poliovirus polymerase elongation, fluorescence polarization; hits give low values. hit rate 0.66% among 150,000. % elongation, % (compound at 16.7 µg/mL); in the data active = % elongation below about 90%; also: some results filed as inactive read as strong as hits
Target sequence (P03300 1749-2209 limits assumed): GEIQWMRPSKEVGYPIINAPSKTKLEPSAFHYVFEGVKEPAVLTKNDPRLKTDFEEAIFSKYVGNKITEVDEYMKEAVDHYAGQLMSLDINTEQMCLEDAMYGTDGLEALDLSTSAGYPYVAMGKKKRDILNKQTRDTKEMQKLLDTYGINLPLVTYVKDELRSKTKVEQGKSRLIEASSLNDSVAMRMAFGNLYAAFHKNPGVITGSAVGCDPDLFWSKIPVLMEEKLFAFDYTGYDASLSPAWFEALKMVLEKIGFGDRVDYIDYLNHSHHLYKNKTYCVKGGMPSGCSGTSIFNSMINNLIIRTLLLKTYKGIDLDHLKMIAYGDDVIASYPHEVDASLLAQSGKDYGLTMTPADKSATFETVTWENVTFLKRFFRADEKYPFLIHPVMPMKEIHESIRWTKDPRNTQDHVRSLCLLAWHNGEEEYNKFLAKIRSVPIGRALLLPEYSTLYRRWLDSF
Polio RdRp inh FP z-score: recorded beside Polio RdRp inh, whose call it bears; z-score; measured here: FP z-score; hits read low
Active calls of the source: *; & = joins results of further samples.

SMILES	Polio RdRp inh	Polio RdRp inh FP z-score
COc1ccc(-n2nnnc2C2CCN(S(=O)(=O)c3ccc(F)cc3Cl)CC2)cc1	113	1.2
CCSc1nnc2ccc(-c3ccncc3)nn12	97	-2
CCOC(=O)c1c(C)oc2nc(C)nc(NCCc3ccc(C)cc3)c12	100	-1
Cc1ccccc1NC(=O)c1c(NC(=O)Cc2ccccc2)sc2c1CCC2	100	-0.5
O=C(COC(=O)c1ccc(F)c(S(=O)(=O)N2CCCCC2)c1)NC1CC1	98	-0.3
O=C(COc1ccc2ccccc2c1Br)NC1CCCCC1	104	0.3
O=C1CSc2ccc(C(=O)OCCCn3c(=O)[nH]c4ccccc43)cc2N1	99	-0.5
CC(C)(C)OC(=O)N1CCC(c2c(C(=O)NC3CCCCC3)cnn2-c2cccc(F)c2)CC1	103	-0.6
Cc1ccc(C)c(N2CCN(CCCNC(=O)c3cn[nH]c3C3CCNCC3)CC2)c1	103	0.2
COc1ccc(Cc2nnc(SCC3CC3)n2-c2ccc(F)cc2)cc1OC	105	0.1
CCN1c2ccccc2-c2nc3ccccc3n2C1c1ccccc1 (centres undefined)	104	0.6
c1csc(-c2ncc3ccccn23)c1	99	-0.4
O=C(O)CNC(=O)c1ccc(S(=O)(=O)N2CCCC2)cc1	100	0.1
O=C(NCc1ccncc1)c1ccc(CSc2ncn[nH]2)cc1	95	-1.1
CCc1ccccc1NC(=O)C=C(C)C	101	0
CC(C)(C)c1cc(C=C(C#N)C#N)cc(C(C)(C)C)c1O	102&106	0.3&0.5
C#CCOc1ccccc1C(N)=O	101	-0.1
CC1(C)Cc2cccc(OCC(=O)OCc3nnc(-c4ccccc4)o3)c2O1	103	0.1
NC(N)=N/N=C/c1ccccc1	100&100	-0.4&-0.4
CNC(=S)NCc1ccc2c(c1)cc(C)n2C	103	1.5
O=C(NCC1CCCO1)C1CCN(c2nnc(-n3cccc3)s2)CC1 (centres undefined)	103	0.4
NS(=O)(=O)c1ccc(NC(=O)CN2CCCC2c2ccc3c(c2)OCCO3)cc1 (centres undefined)	103	0.1
Cc1nn(C)c(C)c1/C=C/C(=O)Nc1nc2c(s1)CCCC2	105	0.3
Cc1noc(C)c1CSc1nnc2ccccn12	99	-0.6
C/C(=N\OC(=O)c1ccc(Cl)cc1)c1ccc[nH]1	102	0.1

Seven consecutive entries from above:
SMILES	Polio RdRp inh	Polio RdRp inh FP z-score
NC(N)=N/N=C/c1ccccc1	100&100	-0.4&-0.4
CNC(=S)NCc1ccc2c(c1)cc(C)n2C	103	1.5
O=C(NCC1CCCO1)C1CCN(c2nnc(-n3cccc3)s2)CC1 (centres undefined)	103	0.4
NS(=O)(=O)c1ccc(NC(=O)CN2CCCC2c2ccc3c(c2)OCCO3)cc1 (centres undefined)	103	0.1
Cc1nn(C)c(C)c1/C=C/C(=O)Nc1nc2c(s1)CCCC2	105	0.3
Cc1noc(C)c1CSc1nnc2ccccn12	99	-0.6
C/C(=N\OC(=O)c1ccc(Cl)cc1)c1ccc[nH]1	102	0.1

Back to the main list; the 2 compounds before the break are reprinted first.
SMILES	Polio RdRp inh	Polio RdRp inh FP z-score
Cc1noc(C)c1CSc1nnc2ccccn12	99	-0.6
C/C(=N\OC(=O)c1ccc(Cl)cc1)c1ccc[nH]1	102	0.1
CCN(CC)CC(O)CN=C1NS(=O)(=O)c2ccccc21 (centres undefined)	100	-1.2
CC(=O)N1CCC2(CC1)C/C(=N\NC(=S)Nc1ccc(C)cc1)c1cc(O)ccc1O2	103	0.8
CCOC(=O)N1CCN(C(=O)CN(C2CCCCC2)S(=O)(=O)c2ccccc2)CC1	104	0.2
CCOC(=O)c1cccc(NC(=O)c2ccc3c(c2)nnn3CC)c1	100	-1.4
Cn1cnc(S(=O)(=O)N2CCN(c3ccccn3)CC2)c1	103	0.5
CC(C)c1cc(=O)n2[nH]cnc2n1	102	0.3
COc1cccc(NC(=S)N(C)C2CCN(C)CC2)c1	104	0.1
Cc1ccc2nc(COC(=O)C(NS(=O)(=O)c3ccc4c(c3)OCCO4)C(C)C)cc(=O)n2c1 (centres undefined)	103	0.1
COc1ccc(NC(=O)N2CCc3ccccc3C2)cc1	98	-1.6
CCc1ccc(NC(=O)c2cc3ccccc3oc2=O)cc1	99	-1
CCOC(=O)c1nnn(-c2nonc2N)c1CN1CCSCC1	106	0.4
COc1ccc(-c2nnc(SCC(=O)Nc3cc(C(C)(C)C)nn3-c3ccccc3)o2)cc1	102	-0.3
C/C(=N\NC(=O)CN1C(=O)c2cccc3cccc1c23)C(C)(C)C	101	0
Cc1ccc(OCCSc2nc(C)c(Cc3ccccc3)c(=O)[nH]2)cc1	106	-0.2
Cc1cc(C)n(NC(=S)NC2CCCCC2)c(=O)c1C#N	103	0.3
CCCCc1c(O)nc(SCCC(=O)O)[nH]c1=O	104	0.6
CCOc1ccc2nc(N3CCN(C(=O)CS(=O)(=O)c4ccc(F)cc4)CC3)sc2c1	103	-0.9
CCOc1ccc(C(=O)Nc2cccc(C(=O)OCc3cc(=O)n4cc(C)sc4n3)c2)cc1	109	0.6
O=C(Nc1sc2c(c1C(=O)Nc1ccccc1)CCCC2)c1ccccc1	97	-0.3
Cc1[nH]c(=O)[nH]c(=O)c1S(=O)(=O)N1CCCCC1C (centres undefined)	100	-0.6
Cc1ccc(C(=O)COc2cc(C)nc3nncn23)cc1	105	0
CCOc1ccc(S(=O)(=O)NCC(=O)NC2CCCCC2)cc1	100	-0.4
Cc1ccc(SCC(=O)N=C2NC(=O)CS2)cc1	99	-0.7
COc1cccc(NC(=O)C2CCCN2S(=O)(=O)c2ccc3nc(-c4ccccc4)[nH]c3c2)c1 (centres undefined)	106	-0.1
CCc1ccccc1NC(=O)CCCn1sc2ccccc2c1=O	104	0.5
Following part.
SMILES	Polio RdRp inh	Polio RdRp inh FP z-score
COC(=O)c1cc(NC2=NS(=O)(=O)c3ccccc32)cc(C(=O)OC)c1	100	-1.1
COCCN(C(=O)Nc1ccc(OC)cc1OC)C1CCN(C(C)=O)CC1	98	-2.1
CCc1nnc(NS(=O)(=O)c2ccc(NC(=O)C(C)C)cc2)s1	99	-0.6
O=C(CSc1cccc2cccnc12)Nc1cccc(C(F)(F)F)c1	113	0.9
CCC(C)NC(=O)c1ccccc1NC(=O)CN1C(=O)c2cccc3cccc1c23 (centres undefined)	106	0.5
COC(=O)c1cc(OC(=O)Cc2coc3cc(OC)ccc23)cc(C(=O)OC)c1	101	-0.3
COc1ccc(C)cc1Nc1nc2cc(Cl)c(Cl)cc2nc1-n1nc(C)cc1C	101	-1
CC(=O)Nc1ccc(NC(=O)c2ncoc2-c2ccco2)cc1	101	-0.8
COc1ccc2c(C)c(CCC(=O)NCCc3ccccc3OC)c(=O)oc2c1	106	-0.1
CNC(=O)C(Cc1ccccc1)N1C(=O)C2C3C=CC(C3)C2C1=O (centres undefined)	106	1.4
O=S1(=O)CCC(c2n[nH]c(=S)o2)C1 (centres undefined)	103	0.3
NS(=O)(=O)c1ccc(NC(=O)COC(=O)Cc2ccccc2)cc1	102	-0.2
C=C1CC23C[C@@H]4CN5C[C@]6(C)C[C@H](OC(C)=O)C[C@@]7(C2[C@H](O)[C@@H]1C(O)C3(O)C57)C46 (some centres undefined)	104	0.6
COc1ccc(C)cc1-n1c(N)c(C#N)c(C#N)c1-c1ccc(OC)c(OC)c1OC	101	-0.1
Cc1ccc(NS(=O)(=O)c2ccc3c(c2)n(C)c(=O)n3C)cc1	100	0
CC(C)OC(=O)c1cc2ccc(O)cc2oc1=O	101	-0.1
Cc1ccc(-n2c(SCc3nnc4n3CCC4)nnc2-c2ccccc2)cc1	100	-0.2
Cc1ccc(/C(C#N)=C\c2cc(C)n(C)c2C)cc1	99	-0.4
O=C(c1cncc(Br)c1)N1CC=C(c2ccccc2)CC1	101	0
N#Cc1cccc(NC(=O)C2SC(=Nc3ccccc3)C(C(=O)N3CCOCC3)=C2N)c1 (centres undefined)	102	-0.2
S=C(Nc1ccccc1)Nc1nc2ccccc2n1CCOc1ccc(Cl)cc1	108	1.6
CCOC(=O)c1oc2ccc(Br)cc2c1NC(C)=O	101	0.4
Cn1ncc2c(N3CCN(c4ccccc4F)CC3)ncnc21	100	-1.2
CC(C)CCSc1nc2c(c(=O)n(C)c(=O)n2C)n1Cc1ccccc1Cl	101	-1.1
CC(=O)c1cccc(NC(=O)c2sc(-n3nc(C)c(Cc4ccc5c(c4)OCO5)c3C)nc2C)c1	109	0.6
(cont.)
SMILES	Polio RdRp inh	Polio RdRp inh FP z-score
COc1ccccc1-c1ncnn1-c1sc2c(c1C#N)CCCCC2	111	1.2
Cc1ccc(C)n1-c1ccc(C(=O)OC2CCOC2=O)cc1 (centres undefined)	101	-0.2
Cc1ccc(C(=O)COC(=O)c2cc(-c3cccs3)nc3ccccc23)cc1	103	-0.7
Cc1cc(NC(=O)COC(=O)CSc2ccccc2)no1	104	0.1
O=C(Oc1ccc(F)cc1)c1nc(SCc2ccc(F)cc2)ncc1Cl	102	-0.9
Cc1cccn2c(=O)c3cc(C(=O)NCCN4CCOCC4)c(=N)n(C(C)C)c3nc12	104	0.8
COc1ccccc1Nc1nnc(SCC(=O)N(C)Cc2cccs2)s1	104	0.2
COc1ccc2cc3cc(C(=O)NCC4CCN(Cc5cccc(C)c5)CC4)sc3nc2c1	103	0.4
CC(C)CC(=O)NC(c1ccccc1)c1c(O)ccc2ccccc12 (centres undefined)	102	-0.2
COc1ccccc1OCCCn1c(C2CC(=O)N(c3ccccc3Cl)C2)nc2ccccc21 (centres undefined)	113	1.1
O=C1NC(=O)C2(CCCC2)N1	101	0
CCc1ccc(NC(=O)CSc2ccc(-c3cccs3)nn2)cc1	100	-1.3
Nc1ccc(C(O)C(O)CO)cc1 (centres undefined)	108	0.8
Cn1[nH]c2nc3[nH]n(C)c(=O)c3c(-c3ccccc3)c2c1=O	101	0.5
CC(=O)Nc1ccc(C(=O)OC2CCCCC2=O)cc1 (centres undefined)	103	0.1
CCC(C)N=C1NS(=O)(=O)C(c2ccc(F)cc2)=C1C (centres undefined)	101	-0.1
CCOC(=O)c1ccc2c(c1)N(Cc1cccc(OC)c1)C(=O)c1ccccc1S2(=O)=O	114	1.5
Cc1c(/C=C(\C#N)C(=O)NCc2ccccc2)cc(C#N)n1C	101	-0.3
Cn1c(=NC(=O)c2ccc(=O)n(Cc3ccccc3)n2)sc2ccccc21	106	0.3
O=C(Nc1ccc(OC(F)(F)F)cc1)c1cc(-c2ccc(Cl)cc2)on1	107	0.6
O=C(Nc1ccccc1C(F)(F)F)NC1CCCCC1	102	0
CCN(C(=O)COc1ccccc1C(N)=O)c1ccccc1	101	0.2
Cc1ccc(NC(=O)COCc2cc(-c3cccs3)on2)cc1Cl	108	0.2
C=CCn1c(SCC(=O)Nc2ccccc2)nnc1C(CC(C)C)NC(=O)c1cccs1 (centres undefined)	103	1.1
CN(C)c1ccc(-c2[nH]c(=S)[nH]c(=O)c2C#N)cc1	99	-0.5

Three entries already listed, sorted by count of non-hydrogen atoms, smallest number first:
SMILES	Polio RdRp inh	Polio RdRp inh FP z-score
CC(=O)Nc1ccc(C(=O)OC2CCCCC2=O)cc1 (centres undefined)	103	0.1
COc1ccccc1-c1ncnn1-c1sc2c(c1C#N)CCCCC2	111	1.2
O=C(Oc1ccc(F)cc1)c1nc(SCc2ccc(F)cc2)ncc1Cl	102	-0.9

Following part.
SMILES	Polio RdRp inh	Polio RdRp inh FP z-score
CS(=O)(=O)N(CC(O)Cn1c2ccccc2c2ccccc21)c1ccccc1 (centres undefined)	105	1.1
O=S(=O)(c1ccc(F)cc1)N1CCC(n2c(C(F)(F)F)nc3cccnc32)CC1	107	0
COc1ccc(/C=C2\SC(N)=NC2=O)cc1O	102	0
CCN(Cc1ccccc1)C(=O)c1cc2cccnc2n(C)c1=O	108	0.4
CCOc1ncccc1C(=O)NCCOc1ccc(C)cc1	105	0.3
CCOc1ccccc1NC(=O)C1CCN(S(=O)(=O)c2c(C)noc2/C=C/c2ccco2)CC1	110	1
O=C(Nc1ccnn1Cc1ccc(Br)cc1)[C@@H]1CCCN1C(=O)c1cccs1	100	-0.3
Cc1ccc(C(C)C)cc1OCC(=O)N=c1sccn1C	103	0
CN(C)c1ccc(P(=S)(N(C)C)N(C)C)cc1	102	0.1
O=C(NCCO)C(O)(c1ccccc1)c1ccccc1	100	-0.2
CC(C(=O)N1CCCc2ccccc21)N1CCN(C(=O)c2ccccc2)CC1 (centres undefined)	103	0.1
COC(=O)c1ccc(OC(=O)Cc2coc3cc(OC)ccc23)cc1	99	-0.4
CC1CN(Cc2c(O)ccc3c(=O)c(-c4ccccc4Cl)coc23)CC(C)O1 (centres undefined)	101	-0.1
CCN1CCN(c2ccc(N3CCN(C(=O)c4cc(OC)c(OC)c(OC)c4)CC3)nn2)CC1	99	-1.2
Cn1c(CNC(=O)c2ccccc2F)nnc1SCC(=O)N1CCN(c2ccccc2)CC1	101	0.2
Cc1ccc(SCC(=O)NN)cc1	102	0.1
O=C1CC(c2ccc(F)cc2)CC2=C1C=Nc1ccccc1N2 (centres undefined)	99	-0.7
COc1ccc(C)cc1NC(=O)C1CCCN(S(=O)(=O)c2ccc3c(c2)oc(=O)n3C)C1 (centres undefined)	113	1.3
O=C(Nc1ccccc1I)c1cc[n+]([O-])cc1	103	0.1
Nc1c(C(=O)Nc2ccc(Cl)c(C(F)(F)F)c2)sc2nc3c(cc12)N1CCC3CC1	107	0.5
Cc1noc(/C=C/N(C)C)c1S(=O)(=O)N(C)CCc1ccc(Cl)cc1	104	1
Cc1ccccc1C(=O)Nc1cccc(-c2cn3ccccc3n2)c1	101	-0.2

Screening results from PubChem BioAssay.

Some of the compounds tested; rates above refer to the full screens.
